High-throughput results deposited in PubChem BioAssay by National Center for Advancing Translational Sciences (NCATS).
KDM5B inh – KDM5B demethylase inhibition | Q9UGL1 | Potency, µM (top dose mostly 57.7 µM), without a hit: at the highest dose activity change, negative = inhibition, usual class: inhibitors | KDM5B demethylase, FDH-coupled NADH fluorescence (FDH is formaldehyde dehydrogenase) | 2.6% of 220,000 active; active = well fitted inhibition curve with a large enough effect; inconclusive = small, poorly fitted or top-dose-only effect; inactive = no such curve, though single readings can be large or run the other way; note: 0% is about no effect; nearly all actives have a fitted effect of over 70% in size
Target sequence (Q9UGL1 whole entry, looked up): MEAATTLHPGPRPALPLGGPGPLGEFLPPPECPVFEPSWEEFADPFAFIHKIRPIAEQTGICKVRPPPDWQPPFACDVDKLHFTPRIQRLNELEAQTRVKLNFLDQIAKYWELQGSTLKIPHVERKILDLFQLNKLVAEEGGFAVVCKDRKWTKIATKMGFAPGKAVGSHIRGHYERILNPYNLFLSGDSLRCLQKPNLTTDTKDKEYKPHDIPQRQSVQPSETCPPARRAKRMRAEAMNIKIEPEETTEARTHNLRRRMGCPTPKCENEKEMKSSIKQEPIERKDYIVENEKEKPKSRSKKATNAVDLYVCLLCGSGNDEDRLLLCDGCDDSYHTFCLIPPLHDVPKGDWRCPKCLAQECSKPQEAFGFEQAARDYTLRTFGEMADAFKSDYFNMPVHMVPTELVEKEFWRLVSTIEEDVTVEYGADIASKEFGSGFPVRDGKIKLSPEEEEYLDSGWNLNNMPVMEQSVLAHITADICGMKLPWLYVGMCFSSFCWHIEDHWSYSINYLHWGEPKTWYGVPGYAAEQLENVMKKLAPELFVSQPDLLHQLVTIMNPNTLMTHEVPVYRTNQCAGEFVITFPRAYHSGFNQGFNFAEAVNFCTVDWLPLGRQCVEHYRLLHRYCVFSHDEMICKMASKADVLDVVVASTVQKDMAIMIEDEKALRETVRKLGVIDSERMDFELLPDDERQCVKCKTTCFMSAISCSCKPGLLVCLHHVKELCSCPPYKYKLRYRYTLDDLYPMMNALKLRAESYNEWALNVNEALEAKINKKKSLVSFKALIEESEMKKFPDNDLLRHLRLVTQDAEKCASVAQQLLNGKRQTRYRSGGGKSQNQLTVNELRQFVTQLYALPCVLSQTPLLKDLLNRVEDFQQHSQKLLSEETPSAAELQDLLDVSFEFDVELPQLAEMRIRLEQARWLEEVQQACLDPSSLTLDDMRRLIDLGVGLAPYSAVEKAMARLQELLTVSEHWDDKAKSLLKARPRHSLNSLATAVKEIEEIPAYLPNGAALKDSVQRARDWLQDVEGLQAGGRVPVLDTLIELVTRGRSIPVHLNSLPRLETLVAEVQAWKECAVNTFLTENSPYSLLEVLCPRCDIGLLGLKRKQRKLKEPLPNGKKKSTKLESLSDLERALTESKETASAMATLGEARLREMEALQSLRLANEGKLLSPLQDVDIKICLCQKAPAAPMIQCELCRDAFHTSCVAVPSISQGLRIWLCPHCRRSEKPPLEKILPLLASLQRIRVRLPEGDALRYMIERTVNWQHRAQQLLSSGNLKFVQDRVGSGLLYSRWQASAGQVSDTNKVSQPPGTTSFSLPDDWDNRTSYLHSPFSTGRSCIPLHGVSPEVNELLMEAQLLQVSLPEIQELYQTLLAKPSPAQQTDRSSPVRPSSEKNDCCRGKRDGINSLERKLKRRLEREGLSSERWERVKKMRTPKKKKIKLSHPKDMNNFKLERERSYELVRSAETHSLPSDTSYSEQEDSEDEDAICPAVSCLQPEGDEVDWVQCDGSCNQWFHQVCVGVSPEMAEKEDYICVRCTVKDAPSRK
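Coupled FDH/NAD⁺ fluorescence readout. KDM5BΔAP 200 nM final; compound titration, 10 min RT preincubation; substrate mix 12.5 µM H3K4me3, 25 µM 2-OG, 50 µM Fe(II), 100 µM ascorbate, 0.25 mM NAD⁺, 0.25 U/mL FDH; ΔRFU over 30 min.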
Active calls of the source: *; ? = inconclusive; [ ] = remark or other dose. Potency is the fitted concentration of half-maximal effect. The list is partial. The share of hits here may be higher or lower than overall.

SMILES	KDM5B inh
COc1ccccc1CCNC(=O)c1sc(NCc2ccccc2)nc1C	15%
COc1ccccc1OCC(=O)NCc1nc(-c2ccc(Cl)cc2)no1	-46%
Cc1cc2c(c(SCC(=O)Nc3ccc(F)cc3)n1)C(=O)OC2	18%
Cc1cnc(CC2CCCN(C(=O)Cc3ccccc3)C2)n1C(C)C (stereo not given)	15%
COc1ccc(-c2cc(C(=O)Nc3cc(C)on3)c3ccccc3n2)c(OC)c1	?
C/C(CC(=O)Nc1ccc2c(c1)OCCO2)=N\NC(=O)COc1ccc(C)cc1	19%
N#Cc1ccc(CN2CCC3(C2)NC(=O)c2ccccc2CO3)cc1 (stereo not given)	14%
N#Cc1nc(-c2ccccc2Cl)oc1NCc1ccc(Cl)cc1	1%
COc1ccc(C(=O)NCC(c2cccs2)S(=O)(=O)c2ccc(F)c(C)c2)cc1 (stereo not given)	?
COc1ccc(S(=O)(=O)c2c(C(=O)c3ccc(C)c(C)c3)cnc3ccc(C)cc23)cc1	-21%
Fc1ccc(CNc2ncnc3c2c(-c2ccccc2)cn3-c2ccccc2)cc1	?
Cc1c(C(=O)OC2CCCCCC2)[nH]c2c1C(=O)CC(c1ccc(N(C)C)cc1)C2 (stereo not given)	3%
CCOc1cc(C)c(CN2CCCC(O)(CN(C)C)C2)cc1C(C)C (stereo not given)	5%
COCc1nc(CCNS(=O)(=O)c2ccc(F)cc2)no1	3%
CN1CCOc2c(C(=O)NCc3cnn(C)c3)cc(-c3ccc([S+](C)(=O)[O-])cc3)cc21	?
CCOCC(=O)N[C@@H]1CN(S(C)(=O)=O)C[C@H]1CN(C)C	-8%
CC(C)Nc1nc(C(=O)Nc2nnc(C(C)C)s2)cs1	?
COc1ccc(Cn2c(SCc3ccc(C(=O)NCCc4ccccc4)cc3)nc3cccnc32)cc1	?
CCc1noc(-c2cn(C3CCN(C(=O)c4ccc(Cl)s4)CC3)nn2)n1	-2%
c1ccc(-c2ccc(-c3ccncn3)cc2)cc1	275%[activator]
O=S(=O)(NCCc1nnc2ccc(SCc3cccc(Cl)c3)nn12)c1ccccc1	-11%
Cc1cccc2nc(-c3ccc(O)cc3)c(Nc3ccc4c(c3)OCCO4)n12	?
COc1ccc(-c2nc3cc(NC(=O)c4ccccc4Cl)ccc3o2)cc1OC	-7%
CNc1cc(C)nc(N2C[C@H]3CN(C(=O)N(C)C)C[C@@]3(C(=O)O)C2)n1	22µM*
Cn1c(=O)c2cc(C(=O)N3CCN(c4cccc(C(F)(F)F)c4)CC3)sc2c2ccccc21	-4%
SMILES	KDM5B inh
CCS(=O)(=O)N1CCc2ccc(NC(=O)Nc3ccc(C)c(C)c3)cc21	18%
CCC(O)c1cc2c(cc1NC(=O)c1cccc(Br)c1)OCCO2 (stereo not given)	1%
CN(C)C(=O)c1ccc(OCc2coc(-c3ccccc3)n2)cc1	6%
Cc1ccccc1/C=C/c1ccc2ccccc2n1	-27%
CCCCC(=O)OCc1c(C(=O)OCC)sc(N)c1C#N	4%
NC(=O)c1ccc(NC(=O)C2CCN(S(=O)(=O)c3ccc4c(c3)CCC4)CC2)cc1	10%
Cc1cnc(C(=O)N2CCOCC(CO)C2)cn1 (stereo not given)	-23%
Cn1c(=O)oc2cc(S(=O)(=O)CCC(=O)N3CCN(c4cccc(Cl)c4)CC3)ccc21	7%[11.5 µM]
COc1ccccc1N1CCN([C@@H]2[C@H](O)[C@H](CO)O[C@@H]2CNC(=O)NC(C)C)CC1	?
COc1cc(OC)c(NC(=O)CSCc2nc(-c3ccc(OC)c(OC)c3)no2)cc1Cl	10%
CC(Cn1cncn1)Nc1ccc(-c2nc(Cc3ccc(F)cc3)no2)cn1 (stereo not given)	25µM*
O=c1c2sc3ccccc3c2n(Cc2ccccc2)c(=O)n1Cc1ccccc1	-20%
CC(C)(O)CCc1ccc(C(=O)N2CCN(c3ccncc3)CC2)cc1	4%
O=C(Nc1cnc2ccccc2c1)NC1CCCC1	-7%
O=C(O)c1ccccc1C(=O)Nc1ccc(-n2nc(C(F)(F)F)cc2C(F)(F)F)cc1	12%
O=C(Nc1ccc(-c2nc3cc(Cl)ccc3o2)cc1)C(F)(F)F	?
COc1ccccc1CNCCCO	-12%
CS(=O)(=O)N1CCc2cc(C(=O)NCCc3ccccc3)ccc21	-13%
Cc1nc(CNC(=O)c2ccc3c(c2)CN(CCCn2ccnc2)C3=O)no1	10%
CCC(C)c1ccc(-c2ccc(-c3ccc(C(C)CC)cn3)cc2)nc1 (stereo not given)	-9%
COc1cc(Nc2nc3c(S(=O)(=O)c4ccc(C)c(C)c4)nnn3c3ccsc23)cc(OC)c1	-1%
CC(=O)NC(CSc1cc(C)nc2ccc(Br)cc12)C(=O)O (stereo not given)	22%
O=C1Nc2ccccc2CN(CC2CC2)C12CCNCC2	?
COc1ccc(CCN2CC(C(=O)OC(C)C(=O)Nc3cccc(Cl)c3)CC2=O)cc1OC (stereo not given)	5%
CNC(=O)N1CCC(C2CCN(Cc3ccncc3)C2)CC1 (stereo not given)	?
SMILES	KDM5B inh
Clc1ccc(CNCCOc2ccccn2)cc1	-8%
COCCCNC(=O)CCC[C@@H]1[C@H]2CCCN3CCC[C@@H](CN1C(=O)c1cccnc1)[C@@H]23	-16%
COCCCNC(=O)Nc1c(NC2CCCC2)c2ccccc2oc1=O	7%
CCC1CCc2c(sc(NC(=O)c3cccc4ccccc34)c2C#N)C1 (stereo not given)	17%
CCOc1ccc(NC(=S)N2CCCC2)cc1	13%
O=C(O)c1cccc(COc2ccc(Cl)cc2)c1	10%
Cc1cc2n(CC(O)COc3ccc(C(C)(C)C)cc3)c(=O)c3ccccc3n2n1 (stereo not given)	?
O=C(c1ccoc1)N1CCC(O)(c2ccccc2)[C@H](N2CCCC2)C1 (stereo not given in full)	?
CCOc1ccc(CC(=O)Nc2c(C(=O)c3ccc(Cl)cc3)oc3ccccc23)cc1OCC	-9%
Cc1ccccc1-n1nc(CC(N)=O)nc1-c1ccc(Cn2cnnn2)cc1	-26%
Cc1ccc2cc(C3CC(c4cccs4)=NN3S(C)(=O)=O)c(Cl)nc2c1 (stereo not given)	101%[activator]
COc1ccc(Cn2ccn(Cc3cccc(Cl)c3)c(=O)c2=O)cc1	22%
O=C(NCc1nnc2cc(-c3nc(C4CC4)no3)ccn12)c1ccccc1F	8.9µM*
COC(=O)CNC(=O)c1cc(-c2ccccc2OC)c2cccn2n1	-2%[115 µM]
COC1CCOC2(CCN(C(=O)Cn3c(=O)oc4ccccc43)CC2)C1 (stereo not given)	-8%
COc1ccc([N+](=O)[O-])c(S(=O)(=O)c2ccccc2)n1	?
NCc1ccc(Oc2ncnc3ccccc23)cc1	?
CCN(CC)Cc1nc(C2(O)CCN(C(=O)Nc3cccc(F)c3)CC2)cs1	-3%[86.2 µM]
COCCCNC(=O)C1CC(=O)N(CCc2c[nH]c3ccc(F)cc23)C1 (stereo not given)	12%
CC1=C[C@@H](CNC(=O)COCC(=O)O)[C@H](C(C)C)C[C@H]1Cc1nc2ccccc2[nH]1	-18%[86.2 µM]
O=C1NCc2ccccc2CC12CCCN2Cc1cccc(OC(F)(F)F)c1 (stereo not given)	?
C=CCOC(=O)C1=C(C)N=C2SC=C(CC(=O)NC3CC3)N2C1c1cccc(C)c1 (stereo not given)	-5%
COC1CCCOC12CCN(C(=O)c1ccc3n[nH]nc3c1)CC2 (stereo not given)	-18%
COc1ccccc1CN(C(=O)c1cccc(-c2noc(C)n2)c1)C1CC1	-8%
CC(=O)N[C@@H](C=O)[C@@H](O)[C@H](O)[C@H](O)CO	15%

Sorted by number of heavy atoms (smallest number first): some entries from above.
SMILES	KDM5B inh
O=C(O)c1cccc(COc2ccc(Cl)cc2)c1	10%
CS(=O)(=O)N1CCc2cc(C(=O)NCCc3ccccc3)ccc21	-13%
COCCCNC(=O)Nc1c(NC2CCCC2)c2ccccc2oc1=O	7%
O=C1NCc2ccccc2CC12CCCN2Cc1cccc(OC(F)(F)F)c1 (stereo not given)	?

The results go on.
SMILES	KDM5B inh
Cc1cc(C)cc(N(CC(=O)Nc2ccc(C(F)(F)F)cc2)S(=O)(=O)c2c(C)[nH]c(=O)[nH]c2=O)c1	-13%
Cc1ccc(SCC(=O)Nc2ccc3oc(-c4cccc(Cl)c4)nc3c2)cc1	?
Cc1ccc2nc(-c3ccncc3)cc(C(=O)O)c2c1	-13%
COc1ccc(Cc2nnc(NC(=O)C(C)C)s2)cc1	10%
Cc1ccc(C)c(NC(=O)C2CCN(C(=O)c3ncn4c3COC(c3ccc(F)cc3)C4)CC2)c1 (stereo not given)	-10%
CCOc1ccc(CCNC(=O)CS(=O)Cc2nc(-c3ccccc3C)oc2C)cc1OCC (stereo not given)	10%
CCN(CC)c1ccc(NC(=O)c2cnc3c(-c4ccccc4)c(C)nn3c2C)c(C)c1	?
COC(=O)c1ccc2nc(C[C@@H]3C[C@@H](C(C)C)[C@H](CNC(=O)CC4(CC(=O)O)CCCC4)C=C3C)[nH]c2c1	-13%
OCC1(Cc2ccc(Cl)cc2)CCN(Cc2ccc(F)c(F)c2)CC1	-3%
O=C1CC(c2noc(-c3ccccc3F)n2)CN1c1ccc(Cl)cc1 (stereo not given)	-20%
CN(C)C[C@@H]1CN(c2ncccn2)C[C@H]1NC(=O)Cc1cccc(F)c1	25µM*
Cc1nc(Nc2nc(CSc3ccc(Cl)cc3)cc(=O)[nH]2)nc2c(C)cccc12	18%
COc1cccc(N2C(=O)NC(=NC3CCCCC3)C23CCN(Cc2ccccc2)CC3)c1	0%[115 µM]
COCCCN1C(=O)CC[C@H]2CN(C(=O)c3cn(C)c(=O)[nH]c3=O)CC[C@H]21	10%
CC(C)n1cc(CN2CC[C@@H](c3ccc4ccccc4c3)[C@H](O)C2)cn1	29%
Clc1ccc(N2CCN(c3ncnc4c3nc3n4CCCC3)CC2)cc1	-22%
CCCn1c(-c2cccc(Br)c2)nc2ccccc21	-28%
CSc1ccc(/C=C2\CS(=O)(=O)c3c(F)cccc3C2=O)cc1	?
COc1ccc(CC(=O)NCCc2sc3nc(-c4ccc(OC)cc4)nn3c2C)cc1	?
C=CCNC(=O)c1ccccc1NC(=O)c1cnc2ccccc2n1	-11%
CC(C)CC(=O)Nc1cccc(-c2nc3ccccc3o2)c1	-15%
CCOc1ccccc1N(CC)C(=O)Nc1cn(C)c(=O)c2ccccc12	?
COc1ccc(CC(=O)Nc2cc(-c3nc4cccnc4s3)ccc2C)cc1	-23%
CCOC(=O)C1(C)C=C(Nc2ccc(C(C)=O)cc2)C(=O)N1c1ccc(C(C)=O)cc1 (stereo not given)	12%
COc1ccc(OC)c(CN2C(=O)c3ccnn3CC2(C)c2nnnn2C2CCCC2)c1 (stereo not given)	14%

Compounds from the list above that have a thiophene ring, fused or not:
SMILES	KDM5B inh
COc1ccc(C(=O)NCC(c2cccs2)S(=O)(=O)c2ccc(F)c(C)c2)cc1 (stereo not given)	?
CCc1noc(-c2cn(C3CCN(C(=O)c4ccc(Cl)s4)CC3)nn2)n1	-2%
Cn1c(=O)c2cc(C(=O)N3CCN(c4cccc(C(F)(F)F)c4)CC3)sc2c2ccccc21	-4%
CCCCC(=O)OCc1c(C(=O)OCC)sc(N)c1C#N	4%
O=c1c2sc3ccccc3c2n(Cc2ccccc2)c(=O)n1Cc1ccccc1	-20%
COc1cc(Nc2nc3c(S(=O)(=O)c4ccc(C)c(C)c4)nnn3c3ccsc23)cc(OC)c1	-1%
CCC1CCc2c(sc(NC(=O)c3cccc4ccccc34)c2C#N)C1 (stereo not given)	17%
Cc1ccc2cc(C3CC(c4cccs4)=NN3S(C)(=O)=O)c(Cl)nc2c1 (stereo not given)	101%[activator]

Next entries:
SMILES	KDM5B inh
Cc1ccccc1OCCSc1nnc(-c2ccc([N+](=O)[O-])cc2)o1	-4%
CN1CCN(c2oc(-c3ccc(C(C)(C)C)cc3)nc2C#N)CC1	?
O=[S+]([O-])(c1cccc(C(F)(F)F)c1)N1CC(Oc2ccc(F)c(F)c2)C1	-25%[115 µM]
CC(O)Cn1c(N2CCN(c3ccccc3)CC2)nc2c1c(=O)[nH]c(=O)n2C (stereo not given)	13%
C/C(=N\Nc1c(Cl)cc(Cl)cc1Cl)c1ccc(Cl)cc1Cl	26%
CCn1ccc2c(OCC(=O)Nc3ccc(C)c(Cl)c3)cccc2c1=O	?
CCOc1ccc(Nc2oc(-c3ccc(Cl)cc3)nc2C#N)cc1	-20%
COc1ccc(-c2cc(C(=O)NCC(C)C)c3ccccc3n2)cc1	?
COc1ccccc1OCc1nnc(-c2ccccc2)o1	-21%
O=C(c1ccc(C#Cc2ccccc2)cc1)N1CCN(Cc2ccccc2)CC1	20%
CN1CCN(c2ccc(-c3cc4c(ccn4C)c(C(=O)NCC4CCC(=O)N4)n3)cc2)CC1 (stereo not given)	-17%
COc1cc2c(cc1-c1c(-c3ccccc3)ncn1CCCO)CCC2	?
CS(=O)(=O)N(CC(=O)Nc1c(F)cccc1F)Cc1ccccc1	-16%
COc1ccc(CCC(=O)N2CCCCCNC(=O)[C@@H]3CCC[C@@H]32)cc1	-16%
O=C(COc1ccc(F)cc1)Nc1ccc(OCc2cc(=O)n3ccsc3n2)cc1	-16%
O=C(NC1C[C@H]2CC[C@@H](C1)N2C(=O)c1ccc2c(c1)OCO2)c1ccncc1 (stereo not given in full)	8%
CCCCOP(=O)(c1ccc(N(C)C)cc1)C(O)c1cc(OC)c(OC)c(OC)c1 (stereo not given)	2%
O=C(O)CCC(=O)C1CC(=O)OC1C(=O)O (stereo not given)	0%
COc1ccccc1-c1onc(C)c1C(=O)NCc1cccc(C)c1	-27%
Cc1ccc(-n2c(=O)c3c(c4cc(C)ccc4n3C)n(CC(=O)Nc3c(C)cccc3C)c2=O)cc1	-44%
